Screens (PubChem BioAssay)
ATG4B inhibitor = ATG4B protease inhibitors, primary screen, biochemical, fluorescence, uHTS; Cysteine protease ATG4B (Homo sapiens), Q9Y4P1; ATG4B cleavage of LC3-PLA2, NBD-HPC fluorescence, 1 h; inhibition, % at 8.33 µM; 0.51% of 340,000 active; in the data active means inhibition above about 40%
mIAP block = inhibitors of mouse IAP, primary screen, biochemical, luminescence, uHTS. AID 2806, 2010. inhibition, % at 10 µM. purified mouse IAP, CDP-Star luminescence, 30 min. intestinal alkaline phosphatase [Mus musculus]. 0.2% of 330,000 active;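 active means inhibition of at least 40% at 10 µM in the primary screen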;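 further: plate controls were DMSO with enzyme for no effect and no enzyme wells for full effect; values of inactives mirror those of a sister screen read the other way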
mIAP activ = activators of mouse IAP, primary screen, biochemical, luminescence, uHTS; intestinal alkaline phosphatase [Mus musculus]; muIAP, CDP-Star luminescence, 30 min; active compounds read high; 1 = vehicle-only enzyme signal, 0 = enzyme-free wells; activation factor at 10 µM; 0.24% of 330,000 active;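 active means activation factor of at least 2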; further: the source names both 10 and 20 µM as test concentration; values of inactives mirror those of a sister screen read the other way
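Assay system: mouse IAP enzyme; Reagent: CDP-Star chemiluminescent phosphatase substrate; Compound: DMSO-dissolved test compounds; Incubation: 30 min, room temperature; Technique: luminescence from enzymatic CDP-Star hydrolysis; Controls: DMSO-only wells and no-enzyme negative control.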
hIAP act = human IAP activators, primary screen, biochemical, luminescence, uHTS; purified human IAP, CDP-Star luminescence, 30 min; active compounds read high; 1 = vehicle-only enzyme, 0 = enzyme-free background; activation factor at 10 µM; 0.16% of 330,000 active;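 active means activation factor of the enzyme at least 2-fold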; further: the source names both 10 and 20 µM as test concentration; values of inactives mirror those of a sister screen read the other way
Target sequence (P09923 whole entry, looked up): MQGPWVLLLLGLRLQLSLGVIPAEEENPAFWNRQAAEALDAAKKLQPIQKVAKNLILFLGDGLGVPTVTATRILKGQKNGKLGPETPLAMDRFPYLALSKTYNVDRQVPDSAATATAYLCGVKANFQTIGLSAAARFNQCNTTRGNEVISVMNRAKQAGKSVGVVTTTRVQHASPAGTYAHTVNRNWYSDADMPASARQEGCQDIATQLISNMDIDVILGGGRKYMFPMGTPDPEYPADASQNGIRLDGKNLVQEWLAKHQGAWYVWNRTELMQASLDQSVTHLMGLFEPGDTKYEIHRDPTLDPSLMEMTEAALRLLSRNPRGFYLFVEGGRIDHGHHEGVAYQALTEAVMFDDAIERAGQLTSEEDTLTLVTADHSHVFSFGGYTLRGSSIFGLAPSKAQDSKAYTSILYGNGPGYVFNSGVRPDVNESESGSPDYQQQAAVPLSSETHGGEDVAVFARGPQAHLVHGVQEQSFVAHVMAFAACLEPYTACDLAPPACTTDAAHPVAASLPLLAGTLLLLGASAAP
hIAP inh = human IAP inhibitors, primary screen, biochemical, luminescence, uHTS | 0.12% of 330,000 active | inhibition, % at 10 µM | AID 2544, 2010 | Intestinal-type alkaline phosphatase (Homo sapiens), P09923 | purified IAP, CDP-Star luminescence, 30 min;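 active means inhibition reaching a set limit with compound at 10 µM in the primary screen, cut at about 35% in these data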;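 further: plate controls were DMSO wells with enzyme for no effect and no-enzyme buffer wells for full effect; values of inactives mirror those of a sister screen read the other way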
A3G deaminase = APOBEC3G DNA deaminase inhibitors, primary screen, biochemical, fluorescence, single-stranded DNA substrate, uHTS. recombinant A3G, ssDNA deamination FAM/TAMRA fluorescence. 0.28% of 330,000 active. inhibition, % at 20 µM. AID 493012, 2011;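 active means inhibition of at least 40% at 20 µM, with no more than 30% in the related APOBEC3A deaminase screen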;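 further: plate controls were DMSO wells with A3G for no effect and wells lacking A3G enzyme for full effect; some compounds called inactive have numbers as strong as hits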
Target sequence (Q9HC16 whole entry, looked up): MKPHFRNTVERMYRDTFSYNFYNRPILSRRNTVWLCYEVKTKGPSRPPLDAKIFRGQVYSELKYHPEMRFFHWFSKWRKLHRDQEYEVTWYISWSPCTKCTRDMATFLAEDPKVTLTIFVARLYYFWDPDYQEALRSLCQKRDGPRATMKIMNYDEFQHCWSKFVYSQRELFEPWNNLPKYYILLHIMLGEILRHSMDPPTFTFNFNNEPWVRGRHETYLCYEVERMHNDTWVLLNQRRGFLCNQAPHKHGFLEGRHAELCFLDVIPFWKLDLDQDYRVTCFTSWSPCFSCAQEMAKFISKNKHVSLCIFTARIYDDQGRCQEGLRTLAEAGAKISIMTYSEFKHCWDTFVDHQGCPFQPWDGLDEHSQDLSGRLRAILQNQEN
MPTP inh = mitochondrial permeability transition pore inhibitors, primary screen, biochemical, isolated mouse mitochondria, absorbance; 1.4% of 360,000 active; inhibition, % at 10 µM; Ca2+ swelling absorbance, 30 min;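 active means inhibition of 50% or more, scaled per plate between neutral and stimulator controls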;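 further: 0% = DMSO wells given calcium and 100% = 1 mM EGTA wells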
A3A deaminase = APOBEC3A ssDNA deaminase inhibitors, primary screen, selectivity assay for APOBEC3G inhibitor project, biochemical, FAM/TAMRA oligo cleavage fluorescence | 0.41% of 330,000 active | recombinant A3A, FAM/TAMRA ssDNA deamination fluorescence | AID 493011, 2011 | inhibition, % at 20 µM;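 active means at least 40% inhibition at 20 µM here, with at most 30% in a related deaminase screen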;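 further: plate controls were A3A with DMSO for no effect and wells lacking A3A enzyme for full effect; some results filed as inactive read as strong as hits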
Target sequence (P31941 whole entry, looked up): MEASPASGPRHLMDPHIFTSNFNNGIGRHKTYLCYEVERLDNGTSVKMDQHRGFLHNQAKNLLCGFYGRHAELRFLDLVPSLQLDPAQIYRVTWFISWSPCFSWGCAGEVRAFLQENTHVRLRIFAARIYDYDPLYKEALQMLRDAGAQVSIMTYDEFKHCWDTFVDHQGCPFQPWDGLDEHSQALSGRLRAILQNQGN
MIN6 prolif = inducers of MIN6 beta-cell proliferation, primary screen, ATP luminescence, uHTS; proliferation, % at 10 µM; MIN6 cells proliferation, ATPlite luminescence, 48 h; cells starved in 0.2% serum; 100% = growth in 10% serum; AID 2380, 2010; 0.29% of 330,000 active;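 active means compounds whose signal lies at least 3.5 SD above the mean of all wells on their plate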;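 further: 0% = DMSO-treated cells in low-serum medium and 100% = 10% serum control; some compounds called inactive have numbers as strong as hits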
An asterisk follows results filed as active; . = no result given.

SMILES	ATG4B inhibitor	mIAP block	mIAP activ	hIAP act	hIAP inh	A3G deaminase	MPTP inh	A3A deaminase	MIN6 prolif
O=C(NC1CCCC1)C(c1ccncc1)N(Cc1ccco1)C(=O)c1ccc(-c2ccccc2)[nH]1 (stereo not drawn)	10	-4	1	1.1	-10	-1	-0.9	-3	-7
C[C@@]12CCC=C[C@H]1[C@H](c1ccc3ccccc3c1/C=C/c1ccccc1)N(Cc1ccccc1)C2=O	1	-7	1.1	1	-2	5	2.3	-1	-2
C=CC[C@@H](CC(=O)N[C@H](CO)Cc1ccccc1)C(=O)N[C@H](COC(=O)[C@@H](CC=C)CC(=O)OC(C)(C)C)Cc1c[nH]c2ccccc12	-20	-16	1.2	1.1	-15	-6	-0.6	-3	-6
COc1ccc(NC(=O)c2cc3c(s2)CCC3)cc1S(=O)(=O)N1CCOCC1	-14	-11	1.1	1.2	-18	9	0.9	27	-2
CCOCC(O)CNc1ccccc1 (stereo not drawn)	-3	-2	1	1	-2	-9	-0.5	-2	0
CCN(C(=O)COC(=O)c1cc(-c2ccccc2)nn1-c1ccccc1)C1CCS(=O)(=O)C1 (stereo not drawn)	-8	2	0.98	1.1	-7	-3	-1.1	0	-4
CCN(C(=O)CN1C(=O)NC(CCSC)C1=O)C1CCS(=O)(=O)C1 (stereo not drawn)	0	7	0.93	0.93	7	-7	0.2	-4	-3
CC1(C)Oc2ccc3ccc(=O)oc3c2/C(=C/Nc2ccc(O)cc2)C1=O	-7	15	0.85	0.87	13	-4	2.4	4	-6
Cc1cccc(C(=O)Nc2cc(OCc3cccc(F)c3)c(Cl)cc2Cl)c1	7	7	0.93	0.96	4	-2	16	-1	-4
COc1ccc(NS(=O)(=O)c2ccc(Cl)s2)cn1	0	5	0.95	1	-2	-2	4.5	-5	-3
COc1ccc(Cn2c(C)nc3c(c(=O)c4ccccc4n3C)c2=O)cc1	15	-1	1	1.1	-8	-5	0.6	7	2
CC(=O)c1c(C)oc2c1cc(O)c1ccccc12	-12	-2	1	0.93	7	-5	7.3	-2	-1
CC(C)(C)n1nc2c(c1NC(=O)c1ccccc1C(F)(F)F)CS(=O)(=O)C2	1	4	0.96	1.2	-16	-1	-0.6	-1	1
COc1ccc(CC(=O)N/N=C(\C)c2ccccn2)cc1	8	-7	1.1	0.97	3	-2	13	-4	-1
COc1c(O)ccc(/C=C(\C#N)c2nc3ccccc3[nH]2)c1[N+](=O)[O-]	3	26	0.73	0.91	9	3	3.2	0	0
O=C(NCCc1cccs1)C1CC1	15	-12	1.1	0.95	4	0	2.9	3	-2
CC1(c2nnc(-c3ccccc3)o2)CC(c2ccncc2)=NO1 (stereo not drawn)	0	3	0.97	0.98	2	-2	-1.2	1	-7
COc1ccc(/C=C2\CCC(C3CCCC3)C2=O)c(OC)c1OC (stereo not drawn)	-2	9	0.91	0.89	11	-8	1.4	-5	0
CCOc1ccc(CSC(=N)N)cc1Cl	-2	-5	1	1.1	-6	2	-3.5	-2	-3
O=C(O)CN1C(c2ccccc2O)Nc2ccc(Br)cc2C1c1ccccc1 (stereo not drawn)	14	10	0.9	1.4	-40	-2	0.5	0	3
COc1ccccc1C(=O)N/C(=C\c1ccc(Br)cc1)C(=O)N1CCCC1	-1	-2	1	1.2	-19	-4	2.4	-3	-1
CO/N=C\C(=N\Nc1ccc(OC)cc1)C(=O)c1ccccc1	4	11	0.89	0.93	7	-1	0.3	-1	-4
CC[C@]12c3[nH]c4cc(-c5ccco5)ccc4c3CCN1C(=O)[C@@H](CC(=O)NCC13CC4CC(CC(C4)C1)C3)C[C@@H]2C(=O)N1CCN(C(=O)c2ccco2)CC1	-1	-2	1	.	.	3	0.9	2	.
CCOCCCNC(=O)C1CCCN(S(=O)(=O)CC)C1 (stereo not drawn)	-6	14	0.86	1.1	-13	-5	-2.2	-19	0
CSc1nnc(-c2sccc2OCc2ccccc2)n1C	2	3	0.97	0.9	10	-2	0.9	-1	-1

A draw from above in order of molar mass, smallest number first:
SMILES	ATG4B inhibitor	mIAP block	mIAP activ	hIAP act	hIAP inh	A3G deaminase	MPTP inh	A3A deaminase	MIN6 prolif
O=C(NCCc1cccs1)C1CC1	15	-12	1.1	0.95	4	0	2.9	3	-2
COc1ccc(CC(=O)N/N=C(\C)c2ccccn2)cc1	8	-7	1.1	0.97	3	-2	13	-4	-1
CC[C@]12c3[nH]c4cc(-c5ccco5)ccc4c3CCN1C(=O)[C@@H](CC(=O)NCC13CC4CC(CC(C4)C1)C3)C[C@@H]2C(=O)N1CCN(C(=O)c2ccco2)CC1	-1	-2	1	.	.	3	0.9	2	.

(list continues)
SMILES	ATG4B inhibitor	mIAP block	mIAP activ	hIAP act	hIAP inh	A3G deaminase	MPTP inh	A3A deaminase	MIN6 prolif
N/C(=N\c1nc2ccccc2o1)NC(=O)c1ccccc1NC(=O)c1ccccc1	-5	-2	1	0.83	17	1	-0.8	1	1
COc1ccc(O)c(C(=O)c2cnn(-c3ccccc3)c2)c1	-2	1	0.99	0.86	14	0	-0.7	-3	0
CC1CCCCC1NC1=NCCS1 (stereo not drawn)	-13	-10	1.1	0.85	15	-4	-0.7	-1	-4
COc1ccccc1NC(=O)/C(C#N)=C/C=C/c1ccco1	10	23	0.77	0.83	17	-5	2.5	0	-3
CNC(=S)N/N=C/c1ccc(-c2cc([N+](=O)[O-])ccc2Cl)o1	-2	11	0.89	1.1	-6	-4	1.2	-2	0
O=C(CCc1nc(-c2ccc(Cl)cc2)no1)OCc1ccc(Br)cc1	8	0	1	0.95	5	-5	-6.2	-9	-2
Nc1nc(CSCCO)nc(Nc2ccccc2)n1	2	-7	1.1	1	-3	-8	-1.7	-3	-2
CC(=O)NC(CC(=O)Nc1nc(C)cs1)c1ccccc1 (stereo not drawn)	1	7	0.93	0.92	8	-7	2.5	0	-1
COc1ccc(NC(=O)CCC(=O)Nc2nnc(C3CCCCC3)s2)cc1	-7	8	0.92	1	-5	-5	1.8	-4	-2
CC(C)[C@H](NC(=O)c1ccco1)C(=O)OCC(=O)N1CCc2ccccc21	-13	4	0.96	1.1	-6	1	3.1	1	-1
CCNC(=O)COc1ccc(C=O)cc1OC	-5	2	0.98	1.1	-7	0	-3.2	39	0
O=C(OCC(=O)c1ccc[nH]1)c1ccc(Cl)nc1	5	-1	1	1	-1	0	-0.8	3	1
COCCNC(=O)c1ccc(N2CC3CC(C2)c2cccc(=O)n2C3)c(NC(=O)c2c(F)cccc2F)c1 (stereo not drawn)	-2	2	0.98	1	-4	2	1.5	0	-3
COc1ccc(C)c2sc(NC(=O)C3=COCCO3)nc12	.	5	0.95	0.9	10	-11	1.9	-5	1
COc1ccc(N2CCN(C(=O)COC(=O)CCc3ccccc3)CC2)cc1	-6	5	0.95	1	-5	-4	-2.1	-2	-4
CSc1ccccc1OCc1cc(C(=O)N2CCc3[nH]cnc3C2c2ccccn2)no1 (stereo not drawn)	3	2	0.98	1.3	-30	4	-1.1	1	2
COc1cc(/C=C/C(=O)O)cc(S(=O)(=O)Nc2ccccc2Oc2ccccc2)c1OC	-6	-1	1	1.1	-7	-4	0.9	4	-2
Cc1ccc(-c2nc3cccnc3s2)cc1NS(=O)(=O)c1ccc2c(c1)OCCO2	-9	-5	1.1	0.75	25	-11	-0.4	-5	0
Cc1ccc(S(=O)(=O)N(C)c2c(C)ccc(S(=O)(=O)N3CCN(C)CC3)c2C)cc1	4	3	0.97	0.99	1	0	-0.5	0	-1
COC(=O)c1c(NC(=O)CC2NCCNC2=O)sc2c1CCCC2 (stereo not drawn)	6	4	0.96	0.75	25	-2	0.9	-2	3
COC(=O)c1ccc(NC(=O)CNC(=O)c2sc3ccccc3c2Cl)cc1	-15	-9	1.1	1.1	-8	4	0.9	-3	-5
Cc1ccc(S(=O)(=O)NCC(=O)OCC(=O)Nc2cccc(S(=O)(=O)NC3=NCCCCC3)c2)cc1	-1	0	1	0.87	13	-7	0.0	3	6
Nc1nnnn1/N=C/c1ccc(F)cc1	4	-8	1.1	0.9	10	-8	3.6	-2	-1
Cc1cccc(-c2nc3ccccc3c(=O)n2NC(=O)c2ccc([N+](=O)[O-])c(C)c2)c1	-1	16	0.84	1.1	-6	-12	3.2	49*	0
Cc1onc(-c2c(F)cccc2Cl)c1C(=O)OCC(=O)NCc1ccco1	-8	1	0.99	1.1	-11	-3	1.2	6	-2
Later entries
SMILES	ATG4B inhibitor	mIAP block	mIAP activ	hIAP act	hIAP inh	A3G deaminase	MPTP inh	A3A deaminase	MIN6 prolif
O=C(O/N=C(\c1ccccc1)c1ccncc1)c1ccccc1Cl	8	-11	1.1	1.2	-24	1	-0.6	-2	-3
CC(NC(=O)C1CCCN1S(=O)(=O)c1cccc2nsnc12)c1ccccc1 (stereo not drawn)	1	-4	1	0.97	3	-7	-2.1	-6	1
COc1ccc(Cl)cc1NCC(=O)Nc1ccc(OC)c(S(=O)(=O)N2CCCCC2)c1	-11	-50	1.5	1.1	-9	-6	-0.2	-2	-5
CC(=O)N1CCN(C(=O)CCNS(=O)(=O)c2ccccc2)CC1	10	-4	1	1.1	-6	-5	-0.8	-4	-3
C=CC[C@H](CC(=O)N(CCO)Cc1ccccc1)C(=O)N[C@H](C)COC(=O)[C@@H](CC=C)CC(=O)OC(C)(C)C	-4	-6	1.1	0.98	2	-8	0.3	-4	4
Cc1c(C)c2c(C)[nH]nc2oc1=O	-1	3	0.97	1	-3	-2	-2.9	0	-3
O=C(NC(=O)N1CCN(c2ccccc2)CC1)c1ccc(Cl)cc1	-5	6	0.94	1	-3	-1	0.6	0	-2
CC(=O)c1ccc(NC(=O)CN2CCCC2)cc1	2	2	0.98	1.1	-6	-12	2.9	-5	0
CCn1c(CNC(=O)c2cc(OC)c(OC)c(OC)c2)cc2ccccc21	-6	-15	1.1	1	-2	-9	9.4	-6	-3
O=C(NCC1CCCO1)c1cc(S(=O)(=O)N2CCCCC2)ccc1Cl (stereo not drawn)	1	0	1	1	-3	5	-1.3	3	3
Cc1cc(C)c(S(=O)(=O)c2ccccc2C)c(OCC(C)(C)C)n1	2	3	0.97	1.1	-7	-4	2.2	1	-3
CN(C)c1ccc(-c2nc3n(n2)C(c2cccnc2)C2=C(CC(C)(C)CC2=O)N3)cc1 (stereo not drawn)	4	-5	1	0.83	17	-2	1.0	0	2
CSc1nc(-c2ccccc2)nn1C(=O)c1ccccc1	-6	-7	1.1	1.1	-7	-5	4.0	-1	-2
C=CCNC(=S)N/N=C/c1ccc(OCc2ccccc2)cc1	-7	3	0.97	0.85	15	-7	1.0	-1	-4
O=C(CSc1ccccn1)N1CCN(c2ccc(Cl)cc2)CC1	-4	2	0.98	1	0	-7	1.7	1	-1
O=C(CC1Oc2ccccc2NC1=O)NC1CCCC1 (stereo not drawn)	-2	-10	1.1	1.1	-7	-4	-1.9	0	-2
Cc1nonc1C(=O)N/N=C/c1ccccc1	5	7	0.93	0.97	2	-2	-1.7	-2	-4

As entered above.
A3A deaminase with O=C(CSc1ccccn1)N1CCN(c2ccc(Cl)cc2)CC1 reads 1
hIAP act with C=CCNC(=S)N/N=C/c1ccc(OCc2ccccc2)cc1 reads 0.85
ATG4B inhibitor with CSc1nc(-c2ccccc2)nn1C(=O)c1ccccc1 reads -6
